JMJD2E inh = qHTS Assay for Inhibitors of Human Jumonji Domain Containing 2E (JMJD2E). Lysine-specific demethylase 4E (Homo sapiens), B2RXH2. JMJD2E catalytic domain, FDH-coupled NADH fluorescence (FDH is formaldehyde dehydrogenase). Potency, µM (titrated, usually from 57.1 µM), for inactives: at the top dose activity change, negative = inhibition, hits mostly inhibitors. 230,000 tested, 1.6% active. AID 2147, 2009; active = well fitted inhibition curve with a large enough effect, not every such curve was filed as active; inconclusive = small, poorly fitted or top-dose-only effect, or another doubt; inactive = no such curve, though single readings can be large or run the other way;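 note: 0% = wells with enzyme and -100% = buffer wells without enzyme; nearly all actives have a fitted effect of over 50% in size; many of its hits are not listed in these tables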
KinaseGlo FLuc = Counterscreen for Luciferase (Kinase-Glo TM) Inhibition | Kinase-Glo luciferase, ATP luminescence, 8 min | Potency, µM (highest dose often 38.3 µM), without a hit: at the top dose activity change, negative = inhibition, actives largely listed as inhibitors | 200,000 tested, 0.28% active | AID 1379, 2008; note: % is set by controls: 0 for no effect and ±100 for the full control effect; nearly all actives have a fitted effect of over 60% in size
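Compound is pinned into ATP-containing buffer (10 uM ATP, imidazole pH 7.2, 7 mM MgCl2). Kinase-Glo luciferase reagent is then added. Light output is recorded following an 8-min room-temperature incubation.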
SMN2 splice up = qHTS Assay for Enhancers of SMN2 Splice Variant Expression; 210,000 tested, 2.8% active; HEK293 SMN2-luciferase splicing reporter, luminescence, 30-36 h; Potency, µM (titrated, usually from 46.1 µM), inactives show at the highest dose activity change, positive = activation, usual class: activators; AID 1458, 2008; note: % of control where 0% means no effect; nearly all actives have a fitted effect of over 55% in size
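HEK293 cells carry an SMN2 minigene-luciferase reporter in which exon 7 inclusion puts luciferase in frame. Cells were seeded at 2000 cells/well, attached for 10-12 hours, then exposed to compounds for 30-36 hours at 37C before ONE-Glo luminescence.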
LMNA splice mod = qHTS Assay for Modulators of Lamin A Splicing. HeLa LMNA splicing GFP/RFP minigene ratio, 48 h. Potency, µM (top dose mostly 46.1 µM), without a hit: at the highest dose ratio change, negative = inhibition, usual class: inhibitors. 200,000 tested, 0.01% active; active = well fitted inhibition curve with a large enough effect in the signal ratio, with a control signal flat, not every such curve was filed as active; inconclusive = small, poorly fitted or top-dose-only effect, or effect the other way, or a change in a side signal; the % refers to the signal ratio; note: % is set by controls: 0 for no effect and ±100 for the full control effect
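S3 HeLa stable clones carrying a lamin A-EGFP splicing minigene plus DsRed2 were seeded at 600 cells/well in Opti-MEM with 2% FBS, pin-dosed and incubated 48 h at 37°C. Acumen cytometry (488 nm) gave the GFP/RFP total-intensity ratio.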
ALDH1A1 block = qHTS Assay for Inhibitors of Aldehyde Dehydrogenase 1 (ALDH1A1); Aldehyde dehydrogenase 1A1 (Homo sapiens), P00352; Purified ALDH1A1, NADH fluorescence, propionaldehyde substrate; Potency, µM (top dose mostly 75.3 µM), for inactives: at the highest dose activity, negative = inhibition, hits mostly inhibitors; 220,000 tested, 7.3% active; active = well fitted inhibition curve with a large enough effect, not every such curve was filed as active; inconclusive = small, poorly fitted or top-dose-only effect, or another doubt; inactive = no such curve, though single readings can be large or run the other way;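 note: plate controls were no enzyme wells and a reference inhibitor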
Tau ThT inhib = qHTS for Inhibitors of Tau Fibril Formation, Thioflavin T Binding. 270,000 tested, 2.1% active. AID 1460, 2008. recombinant tau K18 P301L (four-repeat tau fragment), heparin-induced fibrillization, ThT fluorescence. Potency, µM (titrated, usually from 57.4 µM), inactives show top-dose activity, negative = inhibition, actives largely listed as inhibitors; note: % is set by controls: 0 for no effect and ±100 for the full control effect; nearly all actives have a fitted effect of over 55% in size
Target sequence (P10636 561-689 P618L limits assumed): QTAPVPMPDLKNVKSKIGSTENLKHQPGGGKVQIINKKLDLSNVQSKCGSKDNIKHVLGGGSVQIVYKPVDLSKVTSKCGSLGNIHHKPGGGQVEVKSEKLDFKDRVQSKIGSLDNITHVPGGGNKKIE
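Heparin-induced (20 uM) aggregation of recombinant human K18 P301L tau, 15 uM unlabeled with 0.24 uM labeled, pH 7 acetate buffer, 6 hr at 37 C with compound. Fibrils quantified by 30 uM ThT fluorescence after 1 hr ambient incubation.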
L3MBTL1 inh = qHTS Assay for the Inhibitors of L3MBTL1 | Lethal(3)malignant brain tumor-like protein 1 (Homo sapiens), Q9Y468 | AlphaScreen L3MBTL1–H3K9me1 peptide binding | Potency, µM (highest dose often 57.1 µM), inactives show at the top dose activity, negative = inhibition, most hits filed as inhibitors | 230,000 tested, 0.66% active | AID 485360, 2010; note: % is set by controls: 0 for no effect and ±100 for the full control effect; nearly all actives have a fitted effect of over 60% in size
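Displacement of a biotinylated histone H3(1-15) peptide monomethylated at Lys9 (75 nM) from L3MBTL1 (50 nM) was measured by AlphaScreen after a 30 min room-temperature compound incubation; cefsulodin titration served as intraplate control.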
RECQ1 helicase = qHTS Assay for Inhibitors of RecQ-Like Dna Helicase 1 (RECQ1) | RECQ1 DNA unwinding, red fluorescence kinetic read | Potency, µM (highest dose often 57.3 µM), inactives show at the top dose activity, negative = inhibition, most hits filed as inhibitors | 240,000 tested, 0.54% active | AID 2549, 2010;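 note: plate controls were vehicle for no effect and no enzyme for full effect; nearly all actives have a fitted effect of over 30% in size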
Target sequence (P46063 whole entry, looked up): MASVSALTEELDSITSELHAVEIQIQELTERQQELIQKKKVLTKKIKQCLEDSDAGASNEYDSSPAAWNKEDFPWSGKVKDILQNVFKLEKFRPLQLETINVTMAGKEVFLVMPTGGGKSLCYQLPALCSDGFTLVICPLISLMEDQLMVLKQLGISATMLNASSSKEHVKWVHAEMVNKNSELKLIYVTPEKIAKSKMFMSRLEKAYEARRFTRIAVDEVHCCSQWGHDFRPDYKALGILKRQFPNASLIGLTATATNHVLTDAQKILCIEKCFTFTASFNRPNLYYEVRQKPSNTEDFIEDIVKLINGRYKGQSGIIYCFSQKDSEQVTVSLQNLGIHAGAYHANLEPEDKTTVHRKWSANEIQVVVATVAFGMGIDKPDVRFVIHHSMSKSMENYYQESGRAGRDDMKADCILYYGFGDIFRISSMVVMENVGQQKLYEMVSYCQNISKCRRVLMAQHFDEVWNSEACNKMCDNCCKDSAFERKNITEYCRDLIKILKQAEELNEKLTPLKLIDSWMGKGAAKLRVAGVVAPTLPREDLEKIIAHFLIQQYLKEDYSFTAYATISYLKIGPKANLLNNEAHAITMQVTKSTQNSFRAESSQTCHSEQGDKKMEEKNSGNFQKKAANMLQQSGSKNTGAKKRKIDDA
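RECQ1T1 50 nM; forked duplex (20 bp + 30-nt ss tails) 200 nM, ATP 2 mM final; pH 8.0, 2 mM MgCl2, 2.5 ug/ml poly(dI-dC); 15 min compound preincubation; discontinuous kinetic read over 2 h at RT.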
Numbers without * were called inactive; & = joins results of further samples; [ ] = remark or other dose. Unless noted, calls come from the whole dose curve; as a rule, active = well fitted curve in the direction sought with a large enough effect; inconclusive = small, poorly fitted or top-dose-only effect, or another doubt; inactive = no such curve, though single readings can be large; an effect the other way counts as inactive or inconclusive. Potency is the fitted concentration of half-maximal effect.

Screening COc1cc(CNc2ccc(O)cc2)cc(Br)c1OCc1ccccc1F returned JMJD2E inh -4%, KinaseGlo FLuc 5%, SMN2 splice up 9%, LMNA splice mod -7%, ALDH1A1 block 22µM*, Tau ThT inhib 25µM*, L3MBTL1 inh inconclusive and RECQ1 helicase -4%.
`COc1cccc(NC(=O)c2ccccc2-c2ccccc2)c1` gave JMJD2E inh inconclusive, KinaseGlo FLuc -1%, SMN2 splice up -5%, ALDH1A1 block 5%, Tau ThT inhib 6%, L3MBTL1 inh 15% and RECQ1 helicase inactive.
NS(=O)(=O)c1ccc(CCNC(=O)C2CCC(CNS(=O)(=O)c3ccc(Br)s3)CC2)cc1 (stereo not given) was read as JMJD2E inh 5%, KinaseGlo FLuc 2%, SMN2 splice up 0%, ALDH1A1 block inconclusive, Tau ThT inhib -12% and RECQ1 helicase inactive.
For O=C(c1cccnc1)n1nc(NCc2ccccc2)nc1NCc1ccccc1 the results were JMJD2E inh 0%, KinaseGlo FLuc 2%, LMNA splice mod 9%[46 µM], ALDH1A1 block 5%, Tau ThT inhib -17%, L3MBTL1 inh -17% and RECQ1 helicase inactive.
Screening CCN(C(=O)COC(=O)c1cc(NS(=O)(=O)c2ccc(Cl)c([N+](=O)[O-])c2)ccc1O)C1CCCCC1 returned JMJD2E inh 3%, KinaseGlo FLuc 0%, SMN2 splice up -20%, LMNA splice mod -5%, ALDH1A1 block inconclusive, Tau ThT inhib inconclusive, L3MBTL1 inh -14% and RECQ1 helicase -9%.
`CCOc1ccccc1N1CCN(C(=O)c2csc(C)c2CC)CC1` gave JMJD2E inh -26%, KinaseGlo FLuc -1%, SMN2 splice up -8%, LMNA splice mod -5%[46 µM], ALDH1A1 block 0%, Tau ThT inhib -8%, L3MBTL1 inh -3% and RECQ1 helicase -11%.
For COc1ccc(Cc2nnc(NC(=O)Cc3cccs3)s2)cc1 the results were JMJD2E inh inconclusive, KinaseGlo FLuc -2%, SMN2 splice up -13%, LMNA splice mod 5%, ALDH1A1 block inconclusive, Tau ThT inhib -12%, L3MBTL1 inh 4.5µM* and RECQ1 helicase inactive.
`CC1=C(CC(=O)O)c2cc(F)ccc2/C1=C\c1ccc(S(C)(=O)=O)cc1` gave JMJD2E inh 0%, KinaseGlo FLuc -1%, SMN2 splice up -12%, LMNA splice mod -7%, ALDH1A1 block 6%, Tau ThT inhib inconclusive and RECQ1 helicase -1%.
Screening Cc1ccc(-c2nc3ccccc3c(=O)n2CCCN2CCOCC2)cc1 returned JMJD2E inh 1%, KinaseGlo FLuc 3%, SMN2 splice up 13%, LMNA splice mod 2%, ALDH1A1 block 3%, Tau ThT inhib -9%, L3MBTL1 inh 0% and RECQ1 helicase -10%.
Screening CCC(=O)N1CCCc2cc(S(=O)(=O)NCc3cccs3)ccc21 returned JMJD2E inh -1%, KinaseGlo FLuc 4%, SMN2 splice up -30%, LMNA splice mod -13%, ALDH1A1 block inconclusive, Tau ThT inhib 8% and RECQ1 helicase -1%.
CN(C)CCNC(=O)C(C(=O)c1ccccc1)n1ccccc1=O (stereo not given) was read as JMJD2E inh 2%, KinaseGlo FLuc 1%, SMN2 splice up 24%, LMNA splice mod 5%, ALDH1A1 block 11%, Tau ThT inhib -5% and RECQ1 helicase 1%.
`CCC(C)c1ccc(-c2cc(C(=O)OCC(=O)Nc3cc(C)on3)c3ccccc3n2)cc1` (stereo not given) gave JMJD2E inh inconclusive, KinaseGlo FLuc 0%, SMN2 splice up 22µM*, LMNA splice mod 6%, ALDH1A1 block inconclusive, Tau ThT inhib -4% and RECQ1 helicase -9%.
For CC(Sc1ccc(Br)cc1)C(N)=O (stereo not given) the results were JMJD2E inh 0%, KinaseGlo FLuc -2%, SMN2 splice up -3%, LMNA splice mod -4%, ALDH1A1 block -2%, Tau ThT inhib 6%, L3MBTL1 inh 9% and RECQ1 helicase -4%.
For NC(=O)c1ccccc1O the results were JMJD2E inh inconclusive, KinaseGlo FLuc 0%&-2%, SMN2 splice up -1%&-1%&-8%, LMNA splice mod 1%, ALDH1A1 block -6%, Tau ThT inhib inconclusive, L3MBTL1 inh -8% and RECQ1 helicase -11%&-2%&-2%.
N#Cc1c(Cl)nsc1NN was read as JMJD2E inh -25%, KinaseGlo FLuc -2%, SMN2 splice up -18%, LMNA splice mod -12%[46 µM], ALDH1A1 block 22µM*, Tau ThT inhib 7.9µM*, L3MBTL1 inh inconclusive and RECQ1 helicase -6%.
Screening Cc1ncc(CC(=O)n2cc(C(=O)c3cc(F)ccc3O)cn2)s1 returned JMJD2E inh -8%, KinaseGlo FLuc -3%, SMN2 splice up -5%, LMNA splice mod 4%, ALDH1A1 block 7.9µM*, Tau ThT inhib -10%, L3MBTL1 inh -5% and RECQ1 helicase -5%.
Fc1cccc(CN2CCN(c3ncccn3)CC2)c1 was read as JMJD2E inh 5%, KinaseGlo FLuc 1%, SMN2 splice up -22%, LMNA splice mod -1%, ALDH1A1 block 13µM*, Tau ThT inhib -1% and RECQ1 helicase 0%.
Screening COc1cccc(CN(C)c2nc(-c3cccs3)nc3ccccc23)c1 returned JMJD2E inh inconclusive, KinaseGlo FLuc 4%, SMN2 splice up -39%[inhibitor], LMNA splice mod inconclusive, ALDH1A1 block inconclusive, Tau ThT inhib inconclusive, L3MBTL1 inh 34%[activator] and RECQ1 helicase inactive.
For O=C(NCCC1=CCCCC1)C(=O)c1c[nH]c2ccccc12 the results were JMJD2E inh 5%, KinaseGlo FLuc 5%, SMN2 splice up inconclusive, LMNA splice mod -9%, ALDH1A1 block inconclusive, Tau ThT inhib 7%, L3MBTL1 inh -4% and RECQ1 helicase -1%.
COc1ccc(C(=O)COC(=O)C2CCC(=O)N2)cc1 (stereo not given) was read as JMJD2E inh 1%, KinaseGlo FLuc -8%, SMN2 splice up 18%, ALDH1A1 block -14%, Tau ThT inhib -4% and RECQ1 helicase inactive.
`Cc1cc(NC(=O)CSc2nc3cc(Cl)ccc3c(=O)n2Cc2ccco2)no1` gave JMJD2E inh -13%, KinaseGlo FLuc -4%, SMN2 splice up -8%, LMNA splice mod inconclusive, ALDH1A1 block -5%, Tau ThT inhib 1%, L3MBTL1 inh -26% and RECQ1 helicase -1%.
`O=c1oc2ccccc2cc1-c1csc(NN=C2CCCC2)n1` gave JMJD2E inh inconclusive, KinaseGlo FLuc 2%, SMN2 splice up -1%[1.84 µM], LMNA splice mod inconclusive, ALDH1A1 block 3%, Tau ThT inhib inconclusive, L3MBTL1 inh 26% and RECQ1 helicase -4%.
`CCCn1nc(Oc2nc(NC(C)C)nc(N(C)C)n2)ccc1=O` gave JMJD2E inh 1%, KinaseGlo FLuc -2%, LMNA splice mod inconclusive, ALDH1A1 block 0%, Tau ThT inhib 3%, L3MBTL1 inh 8% and RECQ1 helicase 19%.
For COc1ccc(-n2c(Cc3cc(=O)[nH]c(=O)[nH]3)nnc2SCC(=O)Nc2ccccc2)cc1 the results were JMJD2E inh -3%, KinaseGlo FLuc -4%, SMN2 splice up -5%, LMNA splice mod 4%, ALDH1A1 block 6%, Tau ThT inhib -8%, L3MBTL1 inh 5% and RECQ1 helicase -16%.
For Cc1cc(C(=O)N/N=C/c2ccc(-c3cccc(Cl)c3Cl)o2)n[nH]1 the results were JMJD2E inh -7%, KinaseGlo FLuc -1%, SMN2 splice up -1%, LMNA splice mod -9%, ALDH1A1 block 9%, Tau ThT inhib inconclusive, L3MBTL1 inh -2% and RECQ1 helicase -1%.
`Cn1c(N)c(C(=O)COC(=O)CNS(=O)(=O)c2cccc(Cl)c2)c(=O)n(C)c1=O` gave JMJD2E inh 5%, KinaseGlo FLuc 0%, SMN2 splice up -3%[1.84 µM], LMNA splice mod -15%, ALDH1A1 block inconclusive, Tau ThT inhib -1%, L3MBTL1 inh 0% and RECQ1 helicase -5%.
`Cc1cc(C(=O)COC(=O)C23CC4CC(CC(O)(C4)C2)C3)c(C)n1-c1c(C)n(C)n(-c2ccccc2)c1=O` gave JMJD2E inh -2%, KinaseGlo FLuc 1%, SMN2 splice up -2%, LMNA splice mod -6%[46 µM], ALDH1A1 block 10%, Tau ThT inhib -2%, L3MBTL1 inh 5% and RECQ1 helicase -3%.
Screening Cc1cc2n(n1)C(c1ccc3c(c1)OCO3)Nc1c(C)cccc1-2 (stereo not given) returned JMJD2E inh inconclusive, KinaseGlo FLuc 0%, SMN2 splice up 4µM*, LMNA splice mod -1%, ALDH1A1 block inconclusive, Tau ThT inhib inconclusive and RECQ1 helicase -1%.
For COCCN1Cc2cc3cc(C)ccc3nc2SC1=Nc1cccc(OC)c1 the results were JMJD2E inh inconclusive, KinaseGlo FLuc 2%, SMN2 splice up -15%, ALDH1A1 block inconclusive, Tau ThT inhib inconclusive and RECQ1 helicase -12%.
For CCOc1cc(C)c(S(=O)(=O)NC2CCCCC2)cc1C the results were JMJD2E inh -11%, KinaseGlo FLuc 2%, SMN2 splice up 5%, LMNA splice mod inconclusive, ALDH1A1 block -6%, Tau ThT inhib -8% and RECQ1 helicase -4%.
COc1ccc2c(c1)CCc1c(C(=O)NCc3ccco3)noc1-2 was read as JMJD2E inh -9%, KinaseGlo FLuc 0%, SMN2 splice up 7.1µM*, LMNA splice mod 0%, ALDH1A1 block -12%, Tau ThT inhib -11%, L3MBTL1 inh 3% and RECQ1 helicase -3%.

These rows are one share of the data; the hit share may differ from the screen's.
